CHT inh = inhibitors of human choline transporter CHT; High affinity choline transporter 1 (Homo sapiens), Q9GZV3; CHT-expressing cells, membrane potential dye, choline response; stronger effect = lower value; B-score at 10 µM; actives 0.86% (n = 310,000);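 active = B-score over 3 SD under the library average, and starting fluorescence ratio not unusually high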;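 also: choline stimulus applied at its EC90 after an EC20 pre-addition; B-score computed on integrated fluorescence ratio after choline addition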
Target sequence (Q9GZV3 whole entry, looked up): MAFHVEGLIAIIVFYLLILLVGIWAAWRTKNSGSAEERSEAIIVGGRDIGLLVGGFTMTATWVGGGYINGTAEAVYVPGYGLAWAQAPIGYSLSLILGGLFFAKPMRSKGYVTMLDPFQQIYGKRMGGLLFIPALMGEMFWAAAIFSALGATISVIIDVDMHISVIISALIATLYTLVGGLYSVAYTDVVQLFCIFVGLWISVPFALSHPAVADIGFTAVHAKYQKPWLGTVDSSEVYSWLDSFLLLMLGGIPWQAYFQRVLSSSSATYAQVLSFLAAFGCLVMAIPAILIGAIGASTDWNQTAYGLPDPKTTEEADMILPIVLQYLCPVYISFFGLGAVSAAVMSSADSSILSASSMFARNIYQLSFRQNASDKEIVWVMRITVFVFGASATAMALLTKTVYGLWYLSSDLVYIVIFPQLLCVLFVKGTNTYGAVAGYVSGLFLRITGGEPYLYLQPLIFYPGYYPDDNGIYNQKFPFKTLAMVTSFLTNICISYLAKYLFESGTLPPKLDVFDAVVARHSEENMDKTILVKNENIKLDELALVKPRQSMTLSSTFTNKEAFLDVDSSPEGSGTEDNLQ
CHT allo act = CHT positive allosteric modulators, primary screen, cell-based, membrane potential dye, choline EC20; High affinity choline transporter 1 (Homo sapiens), Q9GZV3; CHT-expressing cells; stronger effect = higher value; LV-AA mutant CHT in HEK293 cells; B-score at 10 µM; actives 0.49% (n = 310,000); AID 488977, 2010;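 active = initial fluorescence not abnormally high and integrated response B-score, plate-corrected, over 3 SD above library mean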
* = called active by the depositor; i = inactive. This is a random part of the collection; 1.5% or so of the library scored in one or more.

SMILES	CHT inh	CHT allo act
Cn1c(=O)c2c(nc(N3CCOCC3)n2CCCNC2=NCCC2)n(C)c1=O	i	8.8*
CN(NC(=O)c1ccc(Cl)cc1Cl)C1=NS(=O)(=O)c2ccccc21	i	i
O=C(NCc1ccccc1F)C(=O)NCC1CCCN1S(=O)(=O)c1ccccc1 (stereo not given)	i	i
COCCN(C(=O)CSc1nn(-c2ccc(F)cc2)c(=S)s1)c1c(N)n(CC(C)C)c(=O)[nH]c1=O	i	i
Cc1cccc(CS(=O)(=O)Cc2ccc(C(=O)NC3CCCCCC3)o2)c1	i	i
S=C1NC(c2ccccc2)N2C(=S)NC(c3ccccc3)N12 (stereo not given)	i	i
O=C(NC1(C(F)(F)F)NC(=O)N(c2ccccc2)C1=O)c1cccs1 (stereo not given)	i	i
O=C(NCc1n[nH]c(=S)n1-c1ccccc1)c1cccs1	i	i
COc1cccc(C(C(=O)NC2CCCC2)N(C(=O)c2ccco2)c2ccc(C(C)=O)cc2)c1OC (stereo not given)	i	i
Cc1ccc(-c2cc(C(=O)NC3CCCC3)no2)cc1	i	i
COc1ccc(S(=O)(=O)NCC2CCCN(CC(C)(C)C)C2)cc1 (stereo not given)	i	i
COc1ccc(CNC(=O)c2cccnc2SC)cc1OC	i	i
Cc1ccc2nc(Cl)c(/C=N/Nc3nc(C)cc(C)n3)c(=O)n2c1	i	i
CCOC(=O)N1CCN(CC(=O)c2ccc3c(c2)CCN3C(C)=O)CC1	i	i
C/C(CC(=O)Nc1ccc(N(C)C)cc1)=N\NC(=O)c1ccccc1O	i	i
CCSc1ccc2nnc(-c3ccc(F)cc3)n2n1	i	i
CS(=O)(=O)Nc1ccc(Oc2ncccn2)cc1	i	i
Cc1ccc(NC(=O)CSc2nccn2Cc2ccccc2)cc1C	i	i
O=C(NNc1nc2c(F)cccc2s1)c1ccccc1	i	i
COc1ccc2c(-c3ccccc3)cc(SCC(=O)NC3CCS(=O)(=O)C3)nc2c1 (stereo not given)	i	i
O=C(O)C(Cc1ccccc1)Nc1ccc([N+](=O)[O-])cc1[N+](=O)[O-] (stereo not given)	i	i
O=C(Nc1ccccc1Cl)OC1CCCCC1	i	i
COC(=O)C1CCN(C(=O)COC(=O)C2CCN(S(=O)(=O)c3ccc4c(c3)OCCO4)CC2)CC1	i	i
CC(=O)N1c2ccc(S(=O)(=O)NCC3CCC(C(=O)NCc4ccc(C)o4)CC3)cc2CC1C (stereo not given)	i	i
COc1ccc(NC(=O)Cn2c(-c3ccc(OC)cc3)cn(-c3ccc(C)cc3)c2=O)cc1	i	i
(list continues)
SMILES	CHT inh	CHT allo act
COC(=O)c1ccc(Nc2cc(C)nc3ccc(C)cc23)cc1	i	i
CCN(CC)CCCNC(=O)c1sc2ncn(CC(=O)Nc3ccc(C)c(Cl)c3)c(=O)c2c1C	i	i
O=C(COc1ccccc1)N1CCN(c2ccc([N+](=O)[O-])c(N3CCCCC3)c2)CC1	i	i
CC(C)c1nnc(NC(=O)C2CCCO2)s1 (stereo not given)	i	i
CC(=O)N1CCN(C(=O)COc2ccc3oc4c(c3c2)CCCC4)CC1	i	i
Cc1ccc(NC(=O)c2ccc3c(c2)C(=O)N(Cc2cccnc2)C3=O)c(C)c1	i	i
OCOCCCn1c(C2CCCN2c2nc(-c3ccc(F)cc3)cs2)nc2cc(Cl)c(N3CCCCC3)cc21 (stereo not given)	i	i
C=CCNC(=S)NNC(=O)c1ccc(=O)n(Cc2ccccc2)c1	i	i
CCC(Sc1nc2cc(OC)c(OC)cc2c(=O)n1Cc1ccco1)C(=O)NCCOC (stereo not given)	i	i
Cc1ccc(NC(=S)c2ccc3ccccc3n2)c(C)c1	i	i
COc1ccccc1N1CCN(S(=O)(=O)c2c(C)[nH]c(C)c2C(=O)N2CCCC2)CC1	i	i
COc1cc(OC)cc(C(=O)NNC(=S)NC(=O)c2cccnc2)c1	i	i
O=C(CN1C(=O)NC2(CCCC2)C1=O)OCCOc1ccc(F)cc1	i	i
COc1ccnc(Oc2cc(Cl)cc(Cl)c2)c1C#N	i	i
CCOC(=O)/C=C(\C)Nc1cc(C)nn1-c1ccccc1	i	i
CCC(CC)C(=O)Nc1nnc(SCC(=O)NC2CC2)s1	i	i
CC(=O)c1ccc([C@@H]2C[C@]34CN(Cc5cccc(C(F)(F)F)c5)S(=O)(=O)[C@H]3C[C@H]2O4)cc1	i	i
c1ccc(COc2ccc(OCCOCCn3cncn3)cc2)cc1	i	i
O=C(c1ccc(Br)o1)N1CCC(Cc2ccccc2)CC1	i	i
O=S(=O)(c1ccc(NC(=S)NCc2cccnc2)cc1)N1CCCCC1	i	i
Cc1cccc(NC(=O)CN2C(=O)S/C(=C\c3cccn3-c3cccc(C(=O)O)c3)C2=O)c1	i	i
CCc1ccc2c(c1)C1(NN=C(c3cccc4ccccc34)S1)C(=O)N2 (stereo not given)	i	i
COc1cc(/C=C(\NC(C)=O)C(=O)NC(C)(C)CC(C)(C)C)ccc1OC(C)=O	i	i
Cc1ccc(C(=O)NN(CCC(=O)NC(C)(C)C)C2=NS(=O)(=O)c3ccccc32)cc1	i	i
O=C(N/N=C/c1ccco1)c1cc2ccccc2o1	i	i

Seven entries out of the list, ordered by length of the SMILES, highest first:
SMILES	CHT inh	CHT allo act
Cc1ccc(NC(=O)c2ccc3c(c2)C(=O)N(Cc2cccnc2)C3=O)c(C)c1	i	i
CC(=O)N1CCN(C(=O)COc2ccc3oc4c(c3c2)CCCC4)CC1	i	i
COc1cc(OC)cc(C(=O)NNC(=S)NC(=O)c2cccnc2)c1	i	i
COC(=O)c1ccc(Nc2cc(C)nc3ccc(C)cc23)cc1	i	i
CCOC(=O)/C=C(\C)Nc1cc(C)nn1-c1ccccc1	i	i
c1ccc(COc2ccc(OCCOCCn3cncn3)cc2)cc1	i	i
CC(C)c1nnc(NC(=O)C2CCCO2)s1 (stereo not given)	i	i

Nothing new here: two of the compounds above.
SMILES	CHT inh	CHT allo act
Cc1ccc(C(=O)NN(CCC(=O)NC(C)(C)C)C2=NS(=O)(=O)c3ccccc32)cc1	i	i
O=C(N/N=C/c1ccco1)c1cc2ccccc2o1	i	i

Additional compounds follow.
SMILES	CHT inh	CHT allo act
CC1CCC/C(=N/Nc2nc3ccccc3s2)C1 (stereo not given)	i	i
O=C(COC(=O)CC1CC2CCC1C2)Nc1cccc(S(=O)(=O)NC2=NCCCCC2)c1 (stereo not given)	i	i
CC[C@@H](C)[C@H](NS(=O)(=O)c1ccc(C)cc1)C(=O)N1CCC(C(=O)NCC(=O)O)CC1	i	i
COC(CSc1nc(N)c2c3c(sc2n1)CN(C)CC3)OC	i	i
O=C(NC1CCCC1)C1CCN(C(=O)NCc2ccccc2)CC1	i	i
CN(c1ccccc1)S(=O)(=O)c1cccc2ccccc12	i	i
O=C(O)C1CCN(S(=O)(=O)c2cccc3nsnc23)CC1	i	i
COC(=O)C(CCSC)NC(=O)Cn1ncc2c(=O)oc3ccc(C)cc3c21 (stereo not given)	i	i
COCc1nnc(NC(=O)c2ccc(NC(=O)C(C)C)cc2)s1	i	i
Cc1cc(C(=O)O)c(S(C)(=O)=O)s1	i	i
COc1cc(CNCCCN2CCOCC2)ccc1OCC(=O)NC(C)(C)C	i	i
CC(=O)N1CCC(=NNc2ccnc3cc(Cl)ccc23)CC1	i	i
Cc1ccc2nsnc2c1S(=O)(=O)NC1CC1	i	i
CCNc1nc(NCC)n2c(SCC(=O)Nc3ccc(OC)c(OC)c3)nnc2n1	i	i
CCOc1ccc(NC(=O)C2CC(=O)N=C(N)S2)cc1 (stereo not given)	i	i
COc1ccc(C(=O)N2CCN(c3ccccc3)CC2)cc1S(=O)(=O)N1CCOCC1	i	i
CC(C)C(CC(=O)N1CCCCC1)C1CCOC(C)(C)C1 (stereo not given)	i	i
CC(C)(C)n1cnc(C(N)=O)c1N	i	i
O=C1/C(=C\c2ccc3c(c2)OCO3)CCC/C1=C/c1ccc2c(c1)OCO2	i	i
COc1ccc(CCN=C(C)c2cc(C)c(C)cc2O)cc1OC	i	i
CCn1c(CNc2ccc(OC)cc2)nnc1SCC(=O)Nc1ccc(F)cc1	i	i
CO[C@@H]1[C@@H](OC(N)=O)[C@@H](O)C(Oc2ccc3c(O)c(NC(=O)c4ccc(O)c(CC=C(C)C)c4)c(=O)oc3c2C)OC1(C)C (stereo not given in full)	i	i
COc1ccc(-c2c(C#N)c(N)nc3sc(C(=O)c4ccccc4)c(N)c23)cc1	i	i
O=C(CSc1nnc(-c2ccccn2)n1-c1ccccc1)Nc1ccc2c(c1)OCO2	i	i
CC(=O)c1c(C)[nH]c(C(=O)N2CCN(c3cc(Cl)ccc3C)CC2)c1C	i	i
Further records
SMILES	CHT inh	CHT allo act
CN(C)c1ccc(C(=O)OCC(=O)N2CCCCCC2)cc1	i	i
O=C1NCC(O)=C1C=NCCCO	i	i
COc1cc(C(=O)NCC(=O)N/N=C/c2c(C)[nH]c3ccccc23)cc(OC)c1OC	i	i
CCOC(=O)c1cc(CC)sc1NC(=O)c1ccc(N2CCOCC2)c([N+](=O)[O-])c1	i	i
Cc1nnc(SCc2nc3ccccc3[nH]2)s1	i	i
CCOc1ccc(NS(=O)(=O)c2ccc(C(=O)N3CCN(C(C)=O)CC3)cc2)cc1	i	i
CC(C)n1c(/N=C/c2ccccc2O)nc2ccccc21	i	i
O=c1[nH]c(Cc2ccccn2)nc2scc(-c3ccccc3Cl)c12	i	i
COc1ccccc1NC(=O)N1CCCC(C(=O)Nc2cccc(C)c2C)C1 (stereo not given)	i	i
On1c(-c2ccc(Cl)cc2)nc2ccccc21	i	i
O=C(CSc1nc2ccccc2c(=O)[nH]1)Nc1ccc(S(=O)(=O)N2CCCC2)cc1	i	i
O=C(NCc1cccs1)C1CCN(S(=O)(=O)c2cccc3nsnc23)CC1	i	i
CC(C)N(Cc1ccccc1)C(=O)COC(=O)c1cnccn1	i	i
COC(=O)CNc1cc(S(=O)(=O)N2CCCCC2)ccc1Oc1ccc(C(=O)OC)cc1	i	i
COc1ccccc1C(CC(=O)c1ccccc1)CC(=O)c1ccccc1	i	i
Cc1ccc2cc(C(c3nnnn3C3CCCC3)N3CCN(c4ccc(F)cc4)CC3)c(=O)[nH]c2c1 (stereo not given)	i	i
CC(C)c1cc(C(=O)N/N=C/c2c[nH]c3ccccc23)n[nH]1	i	i
Brc1cccc(OCCSc2ncccn2)c1	i	i
N#Cc1nc(-c2ccco2)oc1NCc1ccco1	i	i
CN(C(=O)C1CCC1C(=O)O)c1nc(-c2ccc(Cl)s2)cs1 (stereo not given)	i	i
CCCNC(=O)c1cc(-c2ccc3c(c2)OCO3)on1	i	i
COC(=O)Cc1ccc2oc(-c3cccnc3)nc2c1	i	i
CS(=O)(=O)N(CC(=O)N1CCC(C(N)=O)CC1)c1ccc(Oc2ccccc2)cc1	i	i
Cn1c(SCc2ccc(Br)cc2)nnc1-c1cccs1	i	i
OCCC#Cc1ccc(CN2CCN(CCc3ccccc3)C(CCO)C2)cc1 (stereo not given)	i	i
(listing goes on)
SMILES	CHT inh	CHT allo act
COc1ccc(Nc2ccc(Nc3ccc(OC)cc3)nn2)cc1	i	i
CCCC1=[N+](CC(=O)c2ccc(C)cc2)CCn2cccc21	i	i
Cc1ccc(C(C2C(=O)CC(C)(C)CC2=O)C2C(=O)CC(C)(C)CC2=O)s1	i	i
CN(Cc1cn(C)nc1-c1ccc(Oc2ccccc2)cc1)CC1COCCO1 (stereo not given)	i	i
COc1ccc(NC(=O)CSc2cc(C(=O)c3nccn3C)c3ccccc3n2)cc1	i	i
O=c1[nH]c(CSc2ncn[nH]2)nc2ccccc12	i	i
Cc1ccc(-c2nc3ccccc3[nH]c2=O)cc1	i	i
O=C(NC(=S)NCC1CCCO1)c1ccccc1 (stereo not given)	i	i
Oc1c(C(c2ccc(Cl)cc2)N2CCCC2)cc(Cl)c2cccnc12 (stereo not given)	i	i
O=[N+]([O-])c1cccc(-c2cc(C(F)(F)F)n3nc(-c4ccccc4)cc3n2)c1	i	i
Cc1cc(-c2ccccc2)nn1-c1nc2c(c(=O)[nH]c(=O)n2C)n1C	i	i
Cc1ccc(C(=O)N/C(=C/c2ccc(-c3ccc([N+](=O)[O-])cc3)o2)C(=O)NCCCN(C)C)cc1	i	i
O=C(CN1CCCCC1)N/N=C/c1cc2ccccc2nc1Cl	i	i
O=S(=O)(NCc1ccco1)c1cccc(S(=O)(=O)N2CCCCC2)c1	i	i
O=C(NCC12CC3CC(CC(C3)C1)C2)c1cc2n(n1)C(C(F)(F)F)CC(c1ccco1)N2 (stereo not given)	i	i
CCOc1ccc(NC(=O)CN(C)C(=O)c2ccc(=O)[nH]c2)cc1OCC	i	i
Cc1c(O)c(CN2CCCCC2)cc2c3c(c(=O)oc12)CCC3	i	i
COc1ccc(NC(=O)C(c2ccccc2)c2ccccc2)cn1	i	i
COc1ccccc1NC(=O)c1ccc(COc2ccccc2OC)o1	i	i
Cc1ccc([N+](=O)[O-])cc1NC(=O)CN(C(=O)c1ccc(Cl)cc1)C1CCCCC1	i	i
CC(C)CNC(=O)c1cccc(NC(=O)CSc2ccccc2)c1	i	i
C=CCNC(=S)N/N=C(\C)c1cccc(OC)c1	i	i
Cc1ccc(C(=O)c2cc([N+](=O)[O-])ccc2N2CC(C)OC(C)C2)cc1 (stereo not given)	i	i
CC(C)(C)c1ccc(NC(=O)c2ccccc2)c([N+](=O)[O-])c1	i	i
CCCN(CC(=O)Nc1ccc(Cl)cc1Cl)C(=O)c1ccc(=O)[nH]c1	i	i
COc1ccc(CC(=O)Nc2cc(Cl)ccc2O)cc1	i	i
Cc1ccc(C(=O)N[C@H](C(=O)Nc2ccc(F)cc2)C(C)C)cc1	i	i
N#Cc1c(N)sc(=S)c2c1CCCCC2	i	i
c1ccc(CCc2ccccc2-c2nc(-c3cccnc3)no2)cc1	i	i

Compound profiles, as listed above.
Cc1cc(-c2ccccc2)nn1-c1nc2c(c(=O)[nH]c(=O)n2C)n1C as listed: CHT inh: i; CHT allo act: i
c1ccc(CCc2ccccc2-c2nc(-c3cccnc3)no2)cc1 as listed: CHT inh: i; CHT allo act: i
